Pol eta inh: DNA polymerase eta (human) inhibition; Q9Y253; recombinant Pol eta, fluorescent DNA replication assay; Potency, µM (titrated, usually from 114 µM), without a hit: at the highest dose activity change, negative = inhibition, actives largely listed as inhibitors; 1.2% of 390,000 active; AID 588591; further: potency means the concentration at half of the fitted maximal effect; on the % scale 0 is the no-effect control and ±100 the full control effect
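Pol eta at 10 nM preincubated with compounds 15 min at room temperature; reaction started with fluorescent substrate (50 nM final) and read kinetically at 0 and 10 min.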
BLM helicase inh: inhibitors of human Bloom syndrome helicase BLM. recombinant BLM DNA unwinding, fluorescence dequenching. Potency, µM (doses to about 56.1 µM), without a hit: at the highest dose activity change, negative = inhibition, usual class: inhibitors. 0.2% of 350,000 active;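 further: potency means the concentration at half of the fitted maximal effect; plate controls were vehicle for no effect and no enzyme for full effect; nearly all actives have a fitted effect of over 35% in size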
APEX1 inh: blocks human APE1 abasic DNA cleavage | recombinant APE1, TAMRA/BHQ-2 abasic DNA cleavage fluorescence | Potency, µM (highest dose often 65.8 µM), without a hit: top-dose activity change, negative = inhibition, usual class: inhibitors | 0.35% of 350,000 active | AID 2517;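 further: potency means the concentration at half of the fitted maximal effect; plate controls were vehicle for no effect and reference inhibitor for full effect; nearly all actives have a fitted effect of over 55% in size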
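Readout is kinetic fluorescence (ex 525, em 598 nm) from cleavage of 50 nM TAMRA/BHQ-2 THF abasic duplex by 0.75 nM APE1, compound added 15 min beforehand at RT.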
GRP78 ERSR act: induces the endoplasmic reticulum stress response in human glioma cells. AID 602332. 0.02% of 420,000 active. U87-MG GRP78 promoter luciferase reporter, 16 h. Potency, µM, for the others: at the highest dose activation, hits mostly activators; further: potency means the concentration at half of the fitted maximal effect; series mostly up to about 76 µM; % of control where 0% means no effect; nearly all actives have a fitted effect of over 35% in size
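Stably transfected U87-MG glioma cells carrying a GRP78-based luciferase sensor; 16 h compound incubation. Luminescence end-point read 10 min after Bright-Glo addition at room temperature.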
POLI inh: inhibitors of human DNA polymerase iota; AID 588590; Pol iota fluorescent replication assay, 10 min; 1% of 390,000 active; Potency, µM (doses to about 115 µM), for inactives: at the top dose activity, negative = inhibition, hits mostly inhibitors; further: potency means the concentration at half of the fitted maximal effect
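Pol iota at 10 nM preincubated 15 min with compounds at room temperature; reaction started with fluorescent substrate, 50 nM final. Fluorescence read kinetically at 0 and 10 min; buffer-only wells as negative control.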
LDHA inh: blocks human lactate dehydrogenase A. P00338. purified LDHA, NADH/diaphorase-resazurin fluorescence; stronger effect = lower value. activity change, % (values are at about 110 or 230 µM). 0.15% of 480,000 active; in the data active means activity change below about -30%; inconclusive means mostly about -25% to -30%;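 further: plate controls were DMSO wells for no effect and wells without enzyme for full effect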
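Resorufin fluorescence (ex540/em590), read at 0 and 20 min after diaphorase/resazurin addition, reports the NADH left after a 5 min room-temperature reaction of 2 nM human LDH5 with 0.06 mM NADH and 0.2 mM pyruvate.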
Pol kappa inh: DNA polymerase kappa (human) inhibition; Q9UBT6; purified Pol kappa, fluorescent DNA synthesis assay, 10 min; Potency, µM (top dose mostly 107 µM), inactives show at the highest dose activity, negative = inhibition, most hits filed as inhibitors; 0.53% of 400,000 active; AID 588579; further: potency means the concentration at half of the fitted maximal effect; on the % scale 0 is the no-effect control and ±100 the full control effect
Target sequence (Q9UBT6 whole entry, looked up): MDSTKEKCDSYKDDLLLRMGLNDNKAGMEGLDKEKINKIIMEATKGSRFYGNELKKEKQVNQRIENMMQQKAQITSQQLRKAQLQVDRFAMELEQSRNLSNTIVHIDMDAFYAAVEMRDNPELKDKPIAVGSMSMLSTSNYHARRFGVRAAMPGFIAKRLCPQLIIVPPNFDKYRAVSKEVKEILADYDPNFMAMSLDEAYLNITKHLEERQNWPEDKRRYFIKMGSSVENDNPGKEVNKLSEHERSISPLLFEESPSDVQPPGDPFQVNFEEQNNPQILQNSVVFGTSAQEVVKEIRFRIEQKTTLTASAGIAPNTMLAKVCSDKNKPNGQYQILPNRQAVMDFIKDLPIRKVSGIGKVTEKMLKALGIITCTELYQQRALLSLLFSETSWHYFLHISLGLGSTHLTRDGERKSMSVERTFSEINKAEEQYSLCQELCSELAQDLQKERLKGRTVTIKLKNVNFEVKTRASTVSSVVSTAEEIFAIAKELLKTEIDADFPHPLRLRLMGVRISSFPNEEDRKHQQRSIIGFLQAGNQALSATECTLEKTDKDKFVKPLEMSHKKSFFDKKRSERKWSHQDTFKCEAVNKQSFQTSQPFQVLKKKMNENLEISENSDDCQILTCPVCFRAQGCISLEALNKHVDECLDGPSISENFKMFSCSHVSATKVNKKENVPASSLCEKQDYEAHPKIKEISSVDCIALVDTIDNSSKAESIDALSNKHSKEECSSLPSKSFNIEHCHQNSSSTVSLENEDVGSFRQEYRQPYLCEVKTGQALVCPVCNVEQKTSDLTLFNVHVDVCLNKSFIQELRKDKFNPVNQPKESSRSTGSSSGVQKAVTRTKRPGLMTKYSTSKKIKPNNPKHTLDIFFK
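Kinetic fluorescence screen: compound preincubated 15 min RT with 10 nM enzyme; 50 nM substrate (final) initiates; reads at 0/10 min.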
Anesthetic bind: candidate novel general anesthetic via apoferritin binding | apoferritin/1-aminoanthracene competitive binding, fluorescence | Potency, µM (highest dose often 77.5 µM), for inactives: at the highest dose activity change, negative = displacement, usual class: inhibitors | 0.074% of 350,000 active; further: potency means the concentration at half of the fitted maximal effect; on the % scale 0 is the no-effect control and ±100 the full control effect; nearly all actives have a fitted effect of over 20% in size
Target sequence (P02791 2-175 limits assumed): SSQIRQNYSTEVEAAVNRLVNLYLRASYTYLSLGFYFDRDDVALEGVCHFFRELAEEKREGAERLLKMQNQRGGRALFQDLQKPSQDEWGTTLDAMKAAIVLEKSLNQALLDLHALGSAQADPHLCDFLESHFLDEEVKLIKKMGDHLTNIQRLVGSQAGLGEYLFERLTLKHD
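10 uM apoferritin + 50% sat. 1-AMA, PBS; cpd 10 min RT; Ex380/Em535 endpoint; normalized to free probe vs complex; 4-param Hill fit; propofol titration as pos. ctrl.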
Pol beta inh: blocks human DNA polymerase beta activity | P06746 | Pol beta primer extension/strand displacement, fluorescence kinetic | Potency, µM (doses to about 114 µM), for the others: top-dose activity change, negative = inhibition, actives largely listed as inhibitors | 1.3% of 340,000 active; further: potency means the concentration at half of the fitted maximal effect; on the % scale 0 is the no-effect control and ±100 the full control effect
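Pol beta (10 nM) was preincubated with compound for 15 min at room temperature. The reaction was then started with 50 nM substrate and read immediately and after a further 10 min at room temperature.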
Active calls of the source: *; ? = inconclusive; · = no result given; & = joins results of further samples; [ ] = dose if it differs, or a comment. Unless noted, the call rests on the fitted dose curve; in most records, active means well fitted curve in the direction sought with a large enough effect; inconclusive means small, poorly fitted or top-dose-only effect, or another doubt; inactive means no such curve, though single readings can be large; an effect the other way counts as inactive or inconclusive.

SMILES | Pol eta inh | BLM helicase inh | APEX1 inh | GRP78 ERSR act | POLI inh | LDHA inh | Pol kappa inh | Anesthetic bind | Pol beta inh
CC1(C)C2CCC1(CS(=O)(=O)NCc1ccc(S(N)(=O)=O)cc1)C(=O)C2 (centres undefined) | -9% | 0% | 20% | 0% | 66%[activator] | 0 | -9% | -7% | 7%
O=c1ccc(-c2n[nH]c(=S)n2-c2ccc(F)c(Cl)c2)n[nH]1 | -17% | 0% | 1% | -3% | 16% | -1 | -3% | -5% | -1%
COc1ccc(NC(=O)/C=C/c2ccc(F)cc2)cn1 | -22% | -6% | 6% | 0% | 176%[activator] | -4 | -12% | -9% | 2%
CCOc1ccc(C(=O)Nc2ccc3c(c2)OCCO3)cc1 | -19% | -6% | 30% | -9% | 42%[activator] | 1 | -3% | -7% | 42%
O=Nc1[nH]c(=O)c(/C=C(\O)c2ccccc2)nc1NO | ? | -17% | 42%[activator] | 0% | 4µM* | 9 | -17% | -11% | ?
COc1cc(C(=O)Nc2cccc(-c3nc4cc(C)ccc4o3)c2C)cc(OC)c1OC | -18% | 0% | -7% | -5% | 9% | -8&-3 | -3% | -21% | 3%
Cc1ccc(NC(=O)CCc2nc3cccnc3n2-c2ccccc2)cc1Cl | 9% | -3% | · | -4% | ? | -11 | -6% | -12% | 6%
O=C(OCC(=O)N1CCOCC1)c1cc(S(=O)(=O)N2CCOCC2)c(Cl)cc1Cl | -11% | · | 9% | 0% | 0% | -11 | -6% | · | ·
O=C(Nc1cc(Cl)ccc1N1CCOCC1)C1=COCCO1 | -16% | · | -1% | -3% | -10% | -4 | -2% | · | ·
CC1CCCCC1NC(=O)CN1CCC(NC(=O)c2cccc(F)c2)CC1 (centres undefined) | -17% | 2% | 56%[activator] | -5% | 113%[activator] | -1 | 2% | 1% | 11%
Cc1ccc(NC(=O)C2CCN(S(=O)(=O)c3cccnc3)CC2)cc1C | -20% | -4% | 17% | -3% | 0% | -4 | -19% | -4% | ?
Cc1[nH]c2ccccc2c1/C=N/NC(=O)CNC(=O)c1ccccc1 | -10% | -5% | -10% | -2% | -13% | 0 | 2% | -7% | 8%
CCCCN1C(N)=NC[C@H]1Cc1ccc(O)cc1 | -13% | -1% | -6% | -1% | 1% | -18 | -17% | -7% | 7%
Cc1c(Cl)cccc1NS(=O)(=O)c1cccc2nsnc12 | -6% | -3% | -14% | -4% | 46%[activator] | -3 | -3% | 2% | 7%
Cc1nc2ccccc2c(=O)n1/N=C/c1ccc([N+](=O)[O-])o1 | · | -2% | 2% | · | · | · | · | 7% | 1%
CSc1nc(-c2ccccc2)nn1S(=O)(=O)c1ccc(Cl)cc1 | -3% | -6% | -3% | -4% | 11% | 2 | -9% | -5% | 5%
Cc1cccc(NC(=O)c2ccc(C)c(S(=O)(=O)N3CCCCC3)c2)n1 | 0% | · | 3% | 6% | 19% | -4 | -5% | · | ·
CCN(c1cccc(C)c1)S(=O)(=O)c1ccc2c(c1)N(C(C)=O)CCS2 | -17% | -2% | 77%[activator] | -6% | 30% | -4 | -12% | -21% | 1%
COc1ccc(-c2ccc3oc(-c4ccc(OC)cc4)c(C#CCO)c3c2)cc1 | -2% | · | · | -5% | 0% | -9 | -11% | · | ·
CCN1C(=NCC2CC2)N[C@@H](c2cccc(C(F)(F)F)c2)C(C(=O)OC)=C1C | -4% | -1%&-1% | 9%&8% | -3% | 5% | -4 | 8% | -5%&-13% | 2%&42%

The final 2 entries of the part before lead into the next:
SMILES | Pol eta inh | BLM helicase inh | APEX1 inh | GRP78 ERSR act | POLI inh | LDHA inh | Pol kappa inh | Anesthetic bind | Pol beta inh
COc1ccc(-c2ccc3oc(-c4ccc(OC)cc4)c(C#CCO)c3c2)cc1 | -2% | · | · | -5% | 0% | -9 | -11% | · | ·
CCN1C(=NCC2CC2)N[C@@H](c2cccc(C(F)(F)F)c2)C(C(=O)OC)=C1C | -4% | -1%&-1% | 9%&8% | -3% | 5% | -4 | 8% | -5%&-13% | 2%&42%
O=C(CN1C(=O)NC2(CCCCCCC2)C1=O)Nc1cccc(Br)c1 | -5% | · | 30% | -5% | 8% | -1 | 0% | · | ·
CCCN(C(=O)CSCc1c(C)noc1C)c1c(N)n(Cc2ccccc2)c(=O)[nH]c1=O | -14% | · | 6% | 0% | 63%[activator] | -5 | 3% | · | ·
Oc1ccc(Cl)cc1CNCc1ccc(Cl)cc1 | -12% | · | 5% | -1% | 31% | 0 | -13% | · | ·
CCOCCCNS(=O)(=O)c1ccc2c(c1)CCN2C(C)=O | 13% | 0% | 5% | -7% | 25% | -2 | 6% | -4% | 16%
Cn1cccc1/C=C1\SC(=S)N(NC(=O)c2cccc(Cl)c2)C1=O | -21% | -11% | -6% | -3% | 154%[activator] | -3 | -14% | -11% | 8%
O=C(NC(=S)Nc1ccccn1)c1ccccc1 | -22% | -1% | -5% | -7% | 3% | -5 | -5% | 4% | 51%
C[C@]12CC[C@@H](O)C[C@@H]1CC[C@@H]1[C@@H]2CC[C@]2(C)C=CC[C@@H]12 | · | · | -1% | -3% | · | · | 4%[19.4 µM] | -15% | ·
COc1ccc(C2NC(=O)N(C)C3=C2C(=O)CC(C)(C)C3)cc1OC (centres undefined) | -6% | 2% | -6% | -4% | 5% | 2 | 8% | -10% | 37%
Nc1nonc1-c1nc2ccccc2n1CC(=O)O | 10% | -3% | 15% | -2% | 26% | 1 | -7% | -5% | 4%
O=C(Cc1ccccc1F)NCC(c1ccco1)N1CCCCC1 (centres undefined) | -9% | 3% | -1% | -1% | 8% | 2 | -2% | -9% | 12%
C/C=C/C=C/C(=O)N1CC2(CC(c3cccc(NC(=O)/C=C/C)c3)=NO2)C[C@@H]1C(N)=O (some centres undefined) | ? | 0% | 1% | -3% | 40µM* | 1 | ? | -14% | -1%
C=CC[C@H](CC(=O)N(CCO)Cc1ccccc1)C(=O)NCCOC(=O)[C@H](CC=C)CC(=O)OC(C)(C)C | 0% | · | -1% | -1% | -10% | 1 | -8% | · | ·
Cc1ccc(S(C)(=O)=N/C=C2\C(=O)c3sccc3N(C)S2(=O)=O)cc1 (centres undefined) | 6% | -8% | 0% | -4% | 4% | -7 | -21% | 8% | ?
CCOC(=O)/C(N)=C/c1ncc(C(F)(F)F)cc1Cl | -13% | -4% | -2% | -3% | 8% | 7 | 2% | -1% | 3%
Cc1cccc(-n2ncc3c(N(C)C4CCCCC4)ncnc32)c1 | -16% | -3% | 0% | -11% | 12% | -1 | 2% | -3% | 2%
CCCCC(=O)Nc1ccc(C(=O)NNC(=O)CCCOc2ccc(Cl)cc2Cl)cc1 | ? | -5% | -1% | -6% | ? | -9 | -21% | -13% | ?
COc1cccc(C(=O)NC2CCN(CC(=O)Nc3ccccc3Cl)CC2)c1 | -9% | 0% | 26% | -3% | 120%[activator] | -11 | -7% | -17% | 35%
CSCCC(NC(=O)c1ccc([N+](=O)[O-])cc1Cl)C(=O)OC1CCCCC1=O (centres undefined) | -9% | -2% | 19% | 4% | -15% | 3 | -3% | -10% | 4%
Cc1cc(C(F)(F)F)c2c(N)c(C(=O)NC3CC3)sc2n1 | -14% | -1% | -2% | -3% | 28% | 1 | 6% | -18% | -2%
NC(=O)c1c(NC(=O)c2ccccc2)sc2c1CCCC2 | 8% | -4% | 2% | 3% | 8% | -16 | -15% | -1% | 9%
COc1ccc(NC(=O)C(=O)NCCCn2ccnc2)cc1 | -6% | 0% | 2% | 10% | 27% | -10 | -1% | -5% | 37%
CCN(CC(=O)Nc1c(F)cccc1F)C(=O)c1csc2c1CCCC2 | -18% | · | 55%[activator] | -1% | 19% | -3 | -4% | · | ·
O=C(CCc1ccc(S(=O)(=O)N2CCOCC2)cc1)OCC(=O)c1ccc(Br)cc1 | -12% | · | -3% | -7% | 13% | -3 | -8% | · | ·
Cc1ccc(NC(=O)CN2CCCC2c2cccs2)cc1S(=O)(=O)N1CCCCC1 (centres undefined) | -10% | · | -6% | -4% | -17% | -11 | -14% | · | ·
Nn1c(SCC(=O)Nc2nccs2)nnc1-c1ccco1 | -4% | · | 9% | -3% | 33%[activator] | -4 | -24% | · | ·
COC(=O)c1ccc2c(=O)n3nc(Nc4ccc(F)cc4F)sc3nc2c1 | -19% | -3% | · | -1% | 19% | 4 | 0%[60.1 µM] | -5% | 0%
CN1C(=O)c2ccccc2Sc2ccc(C(=O)O)cc21 | -20% | 4% | 1% | -7% | 144%[activator] | -2 | -5% | -6% | 0%
CCC(=O)c1ccc(OCC(=O)OCC(=O)NCCCc2ccccc2)cc1 | -18% | · | 13% | -2% | 14% | -2 | -4% | · | ·
CC(C)n1cc(NC(=O)c2cc(-c3ccccc3)on2)cn1 | 6% | -3% | 5% | 8% | -1% | 0 | -8% | -18% | 0%
CCCCCN1CC(O)=C(c2ccccc2)C1=N | ? | -1% | 4% | -6% | 3% | -6 | -6% | 0% | 4%
O=C(O)/C=C/C(=O)N1CCc2ccccc21 | -3% | 2% | -9% | -2% | -10% | 0 | -6% | -9% | 20%
Cn1c(CCN2CCCC2)nc2cc(NS(=O)(=O)c3ccccc3)ccc21 | -5% | 0% | 2% | -4% | -15% | -2 | -6% | -8% | 40%[activator]
Cc1ccc(N(C(=O)C(F)(F)F)C(C(=O)NC2CCCCC2)c2cccs2)cc1 (centres undefined) | -10% | 0% | -3% | -4% | 19% | -4 | -4% | -14% | 6%
O=C(c1n[nH]c(=O)c2ccccc12)N1CCN(c2ccccc2)CC1 | -7% | 0% | -7% | -2% | 9% | 0 | -8% | -10% | 6%
COc1cc(-c2oc3ccc(C)cc3c(=O)c2O)cc(OC)c1OC | -18% | -7% | · | -4% | 12% | 1 | -3% | 51%[activator] | ?
CCOc1ccccc1CNC(=O)C1CCN(c2nc3ccccc3o2)CC1 | -4% | -3% | -2% | -4% | 31% | 2 | 13% | -3% | 11%
CCOC(=O)CCNC(=O)N1CCCC(C(=O)c2cccc(Cl)c2)C1 (centres undefined) | -3% | -3% | -1% | 1% | 10% | 0 | -12% | -2% | 7%

Screening results: PubChem BioAssay, National Center for Advancing Translational Sciences (NCATS)

An excerpt, so the mix of outcomes need not match the whole.
